S-ASM inh: inhibitors of human secretory acid sphingomyelinase; P17405; Potency, µM (series often up to 57.5 µM), without a hit: at the highest dose activity change, negative = inhibition, usual class: inhibitors; AID 504937; 340,000 tested, 0.006% active; placental ASM, HMU-PC fluorogenic substrate, 60 min; note: potency is the fitted concentration of half-maximal effect
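Steps: dispense placental human ASM, pin compound, wait 10 min at room temperature, add HMU-PC0 substrate at 9 uM final, incubate 60 min at 37 °C, add stop solution raising pH to 10, read fluorescence.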
TRPV1 agonist: human TRPV1 agonism | AID 540275 | activation, % at 8.33 µM | TRPV1-expressing cells, Fluo-8 calcium influx, agonist mode | 320,000 tested, 0.19% active | Q8NER1; in the data active = activation above about 80%; inconclusive = between about 30% and that limit; note: 0% is about no effect
Target sequence (Q8NER1 whole entry, looked up): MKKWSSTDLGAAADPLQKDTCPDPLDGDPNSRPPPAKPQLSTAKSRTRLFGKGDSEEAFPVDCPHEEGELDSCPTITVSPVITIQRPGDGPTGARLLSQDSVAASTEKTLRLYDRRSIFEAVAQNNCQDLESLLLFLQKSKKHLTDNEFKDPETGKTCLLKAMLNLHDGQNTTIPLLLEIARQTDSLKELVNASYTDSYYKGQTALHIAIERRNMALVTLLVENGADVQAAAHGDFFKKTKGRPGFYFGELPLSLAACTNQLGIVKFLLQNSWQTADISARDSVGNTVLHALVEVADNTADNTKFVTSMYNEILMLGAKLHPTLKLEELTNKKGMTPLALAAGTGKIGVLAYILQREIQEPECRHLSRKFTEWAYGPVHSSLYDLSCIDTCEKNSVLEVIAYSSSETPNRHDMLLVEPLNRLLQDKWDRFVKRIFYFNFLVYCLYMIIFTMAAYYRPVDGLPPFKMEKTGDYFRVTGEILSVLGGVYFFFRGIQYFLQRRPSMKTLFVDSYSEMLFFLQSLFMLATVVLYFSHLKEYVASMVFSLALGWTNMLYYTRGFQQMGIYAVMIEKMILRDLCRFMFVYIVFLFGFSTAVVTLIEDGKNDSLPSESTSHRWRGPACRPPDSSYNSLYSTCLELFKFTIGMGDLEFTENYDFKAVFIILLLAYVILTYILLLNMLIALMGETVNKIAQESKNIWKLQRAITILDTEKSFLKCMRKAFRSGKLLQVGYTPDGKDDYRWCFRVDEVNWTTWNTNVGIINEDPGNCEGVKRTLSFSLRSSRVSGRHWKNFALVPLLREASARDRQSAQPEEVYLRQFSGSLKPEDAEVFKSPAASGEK
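Fluo-8 calcium influx in TRPV1-expressing cells, kinetic read (ex 480/em 520 nm). Compound added and read 3 min for agonist activity, followed by capsaicin at EC20 final and 2 min further read for enhancement.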
BRCA1 expr act: increases BRCA1 expression; MCF7-BRCA1-FFLuc reporter, luminescence, 48 h; response scale: scaled: vehicle 0%, 10 µM genistein 100%; Potency, µM (highest dose often 46.1 µM), for inactives: at the highest dose activation, usual class: activators; 380,000 tested, 1.1% active; AID 624202; note: potency is the fitted concentration of half-maximal effect; nearly all actives have a fitted effect of over 80% in size; some results filed as inactive show a strong effect at the top dose
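First, MCF7-BRCA1-FFLuc cells (2000/well) attach for 2 h; next, compounds are pin-added and incubated 48 h at 37 °C; finally, luciferase reagent is added and luminescence read after 15 min.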
USP2a block: USP2a (human) protease inhibition. O75604. USP2 core, Ub-CHOP2 coupled fluorogenic reporter, 485/531. Potency, µM (top dose mostly 38.3 µM), for the others: top-dose activity change, negative = inhibition, usual class: inhibitors. 330,000 tested, 0.01% active. AID 463254;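 note: potency is the fitted concentration of half-maximal effect; plate controls were DMSO wells for no effect and full inhibition by NEM control for full effect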
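Cell-free coupled assay: 10nM USP2 core preincubated 30min RT with compound in Tris-HCl pH 8.0/CaCl2/CHAPS buffer, then 25nM Ub-CHOP2 and 25nM reporter substrate; fluorescence (Ex 485/Em 531) read after 60min RT, normalized to NEM inhibition, concentration-response curves fitted.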
PTAP TSG101 blk: blocks PTAP/TSG101 interaction to inhibit HIV-1 budding; Q99816; Fluorescence polarization, FITC-PTAP peptide / Tsg101 binding; Potency, µM (doses to about 115 µM), without a hit: at the top dose activity change, negative = inhibition, actives largely listed as inhibitors; 340,000 tested, under 10 active; AID 493005; active = well fitted inhibition curve with a large enough effect in the main read-out, with a control signal flat, not every such curve was filed as active; inconclusive = small, poorly fitted or top-dose-only effect, or effect the other way, or a change in a side signal; inactive = no such curve, though single readings can be large or run the other way; note: potency is the fitted concentration of half-maximal effect; % of control where 0% means no effect
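Steps: Tsg101 binding domain dispensed (10 uM final), compounds pinned in DMSO, FITC-labeled PTAP-motif peptide added (50 nM final); after 20 min binding at room temperature, polarization measured.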
Integrin act MD: integrin-mediated muscular dystrophy alleviation activation. alpha7betagal myoblasts, beta-gal FDG fluorescence, 48 h. Potency, µM (top dose mostly 38.3 µM), without a hit: at the highest dose activation, usual class: activators. 350,000 tested, 0.064% active. AID 624291;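 note: potency is the fitted concentration of half-maximal effect; 100% = response of the positive control SU9516; nearly all actives have a fitted effect of over 60% in size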
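alpha7betagal+/- myoblasts (passage 13, 250/well) treated 48 h at 37C with compounds at 1:260 dilution of DMSO stock. Lysed, then beta-galactosidase activity read as FDG fluorescence (ex 480/em 540) after 30 min, with pre-read for autofluorescence.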
ELG1 genotox: inducers of genotoxicity in HEK293T ELG1-luciferase cells | 330,000 tested, 1.3% active | Potency, µM (series often up to 46 µM), for inactives: at the top dose activity change, positive = activation, hits mostly activators | AID 504466 | HEK293T ELG1-luciferase reporter, luminescence, 16 h; note: potency is the fitted concentration of half-maximal effect; % of control where 0% means no effect; nearly all actives have a fitted effect of over 60% in size
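DMSO vehicle served as control against compound-treated ELG1-luciferase HEK293T cells; exposure lasted 16 hr at 37 °C and 5% CO2, followed by ONE-Glo luminescence detection after 30 min.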
p53 reactivation: mutant p53 re-activation in reporter cells; H1299 p53-A138V BP100-luciferase reporter, luminescence, 24 h; Potency, µM (highest dose often 92.2 µM), without a hit: top-dose activity change, positive = activation, hits mostly activators; 320,000 tested, 0.063% active; AID 504706; note: potency is the fitted concentration of half-maximal effect; % of control where 0% means no effect; nearly all actives have a fitted effect of over 45% in size
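p53-null H1299 cells stably carrying temperature-sensitive p53-A138V and a BP100-luciferase reporter were pinned with compounds (4-point, 1:5 series) and held 24 hrs at 37 deg C. Luminescence was read 10 min after detection reagent.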
B2AR arrestin: recruits beta-arrestin to the human beta2-adrenergic receptor; P07550; beta-arrestin recruitment to beta2AR, cell-based reporter; Potency, µM (doses to about 46.1 µM), without a hit: at the top dose activation, usual class: activators; 330,000 tested, 0.02% active; AID 492947;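 note: potency is the fitted concentration of half-maximal effect; 0% = DMSO controls and full agonism = EC100 isoproterenol or metaproterenol; nearly all actives have a fitted effect of over 65% in size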
Eya2 phos inh: blocks the phosphatase activity of human Eya2 | O00167 | 330,000 tested, 0.006% active | Potency, µM (titrated, usually from 76.9 µM), for the others: top-dose activity, negative = inhibition, most hits filed as inhibitors | recombinant Eya2, OMFP fluorescence dephosphorylation (OMFP is methylfluorescein phosphate); note: potency is the fitted concentration of half-maximal effect; % is set by controls: 0 for no effect and ±100 for the full control effect
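Eya2 protein (added as 0.2 uM solution) was preincubated with compound for 10 min at ambient temperature in 50 mM HEPES pH 7.5, 50 mM NaCl, 5 uM MgCl2, 0.05% BSA, 1 mM DTT. OMFP (added at 50 uM) then reacted 10 min; fluorescence read at 485/525 nm.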
uPA generation: cell surface uPA generation inhibition. cell surface uPA generation assay, qHTS. Potency, µM (top dose mostly 38.3 µM), inactives show top-dose activity change, negative = inhibition, usual class: inhibitors. 330,000 tested, 0.31% active; active = well fitted inhibition curve with a large enough effect; inconclusive = small, poorly fitted or top-dose-only effect; inactive = no such curve, though single readings can be large or run the other way; tested in mouse RAW 264.7 cells; note: potency is the fitted concentration of half-maximal effect; % is set by controls: 0 for no effect and ±100 for the full control effect; nearly all actives have a fitted effect of over 55% in size
Numbers without * were called inactive; ? = inconclusive; nt = no result given; [ ] = dose if it differs, or a comment. Unless noted, calls come from the whole dose curve; as a rule, active = well fitted curve in the direction sought with a large enough effect; inconclusive = small, poorly fitted or top-dose-only effect, or another doubt; inactive = no such curve, though single readings can be large; an effect the other way counts as inactive or inconclusive.

SMILES	S-ASM inh	TRPV1 agonist	BRCA1 expr act	USP2a block	PTAP TSG101 blk	Integrin act MD	ELG1 genotox	p53 reactivation	B2AR arrestin	Eya2 phos inh	uPA generation
O=C1Nc2ccccc2O/C1=C\c1ccccc1Br	436.4%[activator]	1.4	-21.6%	1.2%	-4.5%	-23.4%	-0.4%	8.8%	0.4%	-2.4%	-0.4%
Cc1cc(NC(=O)Nc2ccc(Cl)cc2)n(-c2ccccc2)n1	-1.7%	5.7	-6.8%	2.4%	-5.2%	-17.9%	-4.8%	-1.8%	-0.4%	-13.3%	-3.5%
C=CCC[C@H](Cc1ccc(F)cc1)C(=O)OC[C@@H](Cc1c[nH]c2ccccc12)NC(=O)[C@@H](CC=C)CC(=O)N[C@@H](CO)Cc1ccccc1	-23.2%	nt	-68.3%	2.5%	-1.5%	-35.0%	-1.9%	-0.9%	-0.4%	20.8%	-23.9%
CCOC(=O)c1cc(C#N)c(Oc2ccc(F)cc2)nc1-c1ccccc1	-2.3%	?	-39.4%	-2.5%	0.9%	0.0%	-5.3%	3.5%	-0.7%	-5.1%	17.4%
Cc1ccc2c(c1)COc1c3ccc(C(=O)N[C@@H](CO)C(C)C)cc3nn1-2	20.2%	-0.9	6.31µM*	8.1%	-4.0%	3.7%	?	6.8%	2.8%	-2.2%	?
CC(CNC(=O)COC(=O)c1ccco1)c1ccccc1 (stereo not drawn)	-1.0%	0.9	2.2%	0.0%	-5.5%	-12.0%	0.5%	0.5%	0.5%	8.7%	0.4%
CCOc1ccc(-c2ccc(SC)nn2)cc1	1.1%	-9.3	?	-0.1%	0.1%	4.7%	?	-3.1%	-0.1%	16.8%	-17.5%
Cc1nn2c(N)c(C#N)cnc2c1-c1ccccc1	-1.1%	-1.0	64.9%	0.2%	0.1%	11.6%	?	7.6%	2.9%	0.5%	-9.8%
O=C(O)c1ccc2c3c(cccc13)C(=O)N(c1ccccc1)C2=O	3.0%	2.0	-44.4%	9.5%	-4.2%	12.3%	0.3%	2.9%	-0.1%	9.8%	2.7%
Cc1nnc(SCC(=O)NNC(=O)c2ccccc2)n1Cc1ccccc1	0.6%	nt	-7.2%	1.5%	0.4%	-7.7%	-1.8%	7.0%	-0.4%	2.9%	0.6%
COc1cc(C(=O)Nc2ccc(S(=O)(=O)Nc3cc(C)on3)cc2)cc(OC)c1OC	-1.6%	-4.9	-2.1%	-0.2%	-2.4%	8.6%	-0.5%	1.4%	-0.3%	14.7%	-2.6%
Cc1csc(C(=O)O)c1NC(=O)c1c(Cl)cccc1Cl	5.2%	-2.2	-10.5%	0.8%	-0.1%	-1.8%	0.0%	0.1%	-0.3%	5.5%	-17.3%
CC(C)c1nc(Cl)c(C#N)c2c1CCCC2	-0.9%	-2.8	-3.0%	-2.3%	-5.7%	16.7%	-8.5%	2.7%	-0.9%	0.2%	-6.1%
OC(CCN1CCOCC1)(c1ccc(Cl)cc1)C1CCCCC1 (stereo not drawn)	-0.6%	-1.0	-32.8%	-1.6%	-2.4%	-14.3%	-0.9%	-7.6%	0.0%	-12.0%	5.4%
CCOc1ncccc1C(=O)OCC(=O)NCc1cccs1	18.6%	nt	-13.8%	3.1%	-3.0%	-25.7%	-0.2%	7.4%	-0.3%	1.4%	11.8%
COc1cc(NC(=O)COC(=O)CNC(=O)C2CCCCC2)cc(OC)c1	-4.5%	1.1	-12.3%	1.6%	?	0.5%	-2.8%	-2.3%	-0.4%	15.0%	2.7%
COc1ccccc1-c1cc(-c2ccccc2)nc(=O)[nH]1	44.6%	-0.6	-14.9%	-0.9%	-1.2%	4.6%	0.6%	-7.3%	0.4%	0.1%	-1.8%
COc1ccc(-c2csc(N(CC3CCCO3)C(=O)c3cccs3)n2)cc1 (stereo not drawn)	-4.0%	nt	-57.0%	2.2%	-6.2%	-54.7%[inhibitor]	-6.6%	5.0%	-1.0%	3.6%	2.3%
O=C(CN1CCC(n2nnc3cc(C(F)(F)F)ccc32)CC1)NCc1cccs1	-1.9%	?	-27.6%	1.4%	1.6%	-9.2%	-3.8%	7.5%	0.0%	-4.2%	-3.6%
O=C(Nc1cccc(C(=O)N2CCOCC2)c1)c1ccc([N+](=O)[O-])cc1	1.0%	13.1	-0.1%	1.5%	-5.6%	-0.6%	8.6%	10.5%	-0.2%	1.7%	2.9%
C#CCN1Cc2ccccc2Oc2cc(Br)ccc2S1(=O)=O	0.6%	nt	-26.7%	0.0%	-9.8%	-21.0%	1.8%	-2.6%	0.0%	2.8%	?
CSc1ncccc1C(=O)N1CCN(S(=O)(=O)c2ccc3ccccc3c2)CC1	5.1%	3.1	-8.7%	0.7%	-11.5%	-3.6%	0.4%	-0.6%	0.0%	-3.8%	-5.0%
CCCc1cc(=O)[nH]c(SCC(=O)N2CCCCCC2)n1	1.4%	nt	9.0%	4.8%	-6.7%	4.2%	0.8%	0.6%	0.2%	5.9%	11.2%
O=c1ccn(Cc2ccccc2Cl)cc1	4.4%	0.8	-4.6%	2.6%	-3.6%	-15.7%	1.5%	-2.5%	-0.2%	0.7%	7.8%
O=c1[nH]c(NCCO)nc2c1C1(CCCC1)Cc1ccccc1-2	50.6%[activator]	29.0	-33.8%	3.5%	-6.2%	-20.0%	-4.6%	-2.1%	0.0%	2.3%	2.3%
Cc1ccc(-n2c(=O)c3sccc3n(Cc3cc(=O)n4cc(Cl)ccc4n3)c2=O)cc1F	16.3%	-3.9	-10.2%	3.5%	-3.4%	28.0%	2.3%	-7.0%	0.1%	5.5%	-6.1%
S=c1[nH]nc(-c2ccc(Cl)cc2)n1-c1cccnc1	5.4%	-1.0	-3.9%	0.0%	-19.7%	13.0%	2.0%	-3.7%	-0.4%	16.2%	-10.6%
COc1ccc(C2CC(c3ccccc3)=NN2C(=O)COC(=O)c2cccnc2)cc1 (stereo not drawn)	0.4%	2.3	-24.7%	0.5%	-1.0%	-6.5%	2.3%	-1.6%	-0.2%	-3.4%	3.2%
S=c1nc(-c2sccc2OCc2ccc(Cl)cc2Cl)[nH][nH]1	-15.9%	-0.9	-16.9%	1.4%	-2.2%	4.0%	-4.3%	-2.6%	-0.2%	5.3%	2.7%
CNC(=O)CSc1nnc(-c2cccc(S(=O)(=O)N3CCOCC3)c2)n1-c1ccc(F)cc1	-1.6%	-3.4	-17.7%	1.3%	-2.6%	-11.8%	2.0%	7.8%	-0.1%	8.8%	-0.4%
Cc1cc(C)c(NC(=O)C(C)Sc2nnc(-c3ccco3)n2-c2ccccc2)c(C)c1 (stereo not drawn)	nt	1.0	nt	-1.5%	nt	nt	-5.2%	-2.6%	-0.1%	-0.5%	nt
COC(=O)C(C)Nc1cccc(Br)c1 (stereo not drawn)	4.3%	14.8	2.6%	1.1%	-1.5%	?	0.1%	0.3%	-1.4%	-17.3%	5.0%
N#CCCCc1cc2ccccc2cn1	-3.9%	nt	55.8%	0.0%	-1.6%	32.6%	6.8%	2.0%	-0.6%	4.0%	-4.2%
CCCCn1c(N)c(N(C)C(=O)c2ccc(Br)o2)c(=O)[nH]c1=O	8.8%	-1.8	-7.5%	-0.5%	2.9%	-28.6%	1.2%	-4.9%	0.6%	-14.6%	12.9%
CCc1cccc(NC(=O)c2cc(OC)c(OC)c(OC)c2)c1	-3.0%	9.1	10.7%	0.3%	1.8%	5.3%	6.8%	-2.6%	-0.2%	-8.4%	0.4%
CN(c1ccccc1)S(=O)(=O)c1ccc(Cl)c(C(=O)NCc2ccco2)c1	0.3%	nt	-30.7%	2.3%	-8.9%	-47.0%[inhibitor]	-2.4%	-4.1%	-0.1%	5.9%	-2.2%
CNC(=O)c1c(NC(=O)C(C)C)sc2c1CCC2	1.7%	-0.1	-5.4%	-0.8%	0.4%	0.0%	3.6%	-1.2%	-0.6%	19.0%	-1.3%
CN=c1scc(C)n1/N=C/c1ccc(O)cc1O	-2.7%	-1.0	-24.7%	-1.1%	-2.7%	8.7%	?	13.4%	0.0%	-15.2%	-12.4%
Cc1cc(C)c(NC(=O)COC(=O)c2ccc([N+](=O)[O-])s2)c(C)c1	-1.9%	-3.5	-12.4%	-1.7%	-1.1%	-11.6%	-0.6%	2.3%	-0.3%	2.5%	3.8%
Cc1ccc(C(=O)N/N=C\c2ccc([N+](=O)[O-])o2)cn1	-5.3%	nt	-81.0%	-5.4%	-2.0%	-54.0%[inhibitor]	-5.5%	-11.7%	-0.3%	7.1%	-13.8%
O=C(NCC1CCCN1S(=O)(=O)c1cccs1)c1ccccc1F (stereo not drawn)	4.2%	3.2	2.0%	1.9%	0.6%	-10.0%	-0.7%	-5.1%	-0.2%	2.4%	-2.6%

The order is random. About 2.6% of those tested had a hit in this group.
